TDP-43 yeast inh: qHTS of TDP-43 Inhibitors. 410,000 tested, 1.8% active. Potency, µM (highest dose often 46.1 µM), for inactives: at the highest dose growth rescue (activation), hits mostly activators. TDP-43 expressing yeast growth rescue, BacTiter-Glo, 24 h; also: % of control where 0% means no effect; nearly all actives have a fitted effect of over 50% in size
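Galactose-induced TDP-43 yeast, OD600=0.02, compound pinned; 24 hr, 30 deg C; BacTiter-Glo luminescence for growth. Inhibitors of TDP-43 toxicity read as activators.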
FUS yeast rescue: qHTS for Suppressors of FUS Proteinopathy: Primary screen using FUS-linked yeast assay; 390,000 tested, 0.24% active; S. cerevisiae FUS-expressing, growth rescue, OD600, 24 h; Potency, µM (titrated, usually from 76.6 µM), without a hit: at the highest dose growth rescue (activation), most hits filed as activators; AID 1347120, 2019;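 also: plate controls were DMSO vehicle for no effect and reference control for full effect; nearly all actives have a fitted effect of over 55% in size; some results filed as inactive show a strong effect at the top dose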
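Yeast expressing FUS under galactose induction, OD 0.005 in 2% galactose medium; compounds in a dilution series, 24 h at 30C. Growth rescue by absorbance at 600 nm; CP55940 positive control, DMSO negative.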
EPAC1 ag: qHTS for Agonist of cAMP-regulated guanine nucleotide exchange factor 3 (EPAC1): primary screen | Rap guanine nucleotide exchange factor 3 (Homo sapiens), O95398 | EPAC1 agonist qHTS, biochemical assay; response scale: 100% = response to 6.5 mM cAMP | Potency, µM (highest dose often 154 µM), without a hit: top-dose activation, usual class: activators | 360,000 tested, 0.073% active | AID 720707, 2013; also: nearly all actives have a fitted effect of over 60% in size
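Read-out is the fluorescence drop as BODIPY-GDP leaves Rap1B (480 nm excitation, 540 nm emission), recorded every 5 minutes over 30 minutes. Reactions held 100 nM EPAC1, 250 nM Rap1B–BODIPY-GDP and 50 uM GDP, with 6.5 mM cAMP setting full activation.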
aSyn yeast inh: qHTS of alpha-syn Inhibitors; Potency, µM (titrated, usually from 46.1 µM), for inactives: at the top dose growth rescue (activation), usual class: activators; 370,000 tested, 0.14% active; Yeast expressing alpha-synuclein, growth rescue, BacTiter-Glo, 24 h; also: % of control where 0% means no effect; nearly all actives have a fitted effect of over 65% in size
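Screening used galactose-induced yeast with toxic alpha-synuclein levels, exposed to compound for 24 hr at 30 deg C. Cell growth, read with BacTiter-Glo luminescence, gave the measured signal.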
EPAC2 antag: qHTS for Antagonist of cAMP-regulated guanine nucleotide exchange factor 2 (EPAC2): primary screen; Rap guanine nucleotide exchange factor 4 (Homo sapiens), Q8WZA2; EPAC2 GEF exchange of Rap1B-BODIPY-GDP, fluorescence; Potency, µM (series often up to 114 µM), for the others: top-dose activity, negative = inhibition, actives largely listed as inhibitors; 360,000 tested, 0.18% active; AID 720708, 2013; also: % is scaled to controls: 0 for no effect and ±100 for the full control effect; nearly all actives have a fitted effect of over 45% in size; many of its hits are not listed in these tables
EPAC1 antagonist: qHTS for Antagonist of cAMP-regulated guanine nucleotide exchange factor 3 (EPAC1): primary screen; 360,000 tested, 0.14% active; EPAC1 GEF assay, Rap1b-BODIPY-GDP exchange fluorescence; Rap guanine nucleotide exchange factor 3 (Homo sapiens), O95398; AID 720709, 2013; Potency, µM (titrated, usually from 115 µM), for inactives: at the top dose activity change, negative = inhibition, most hits filed as inhibitors;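 also: plate controls were vehicle for no effect and positive control for full effect; nearly all actives have a fitted effect of over 50% in size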
PTHR1 agonist: qHTS for PTHR1 Agonists: Primary Screen. HEK293 GP2 PTHR1 cells, GloSensor cAMP luminescence, 1 h. Potency, µM (doses to about 115 µM), inactives show at the highest dose activation, hits mostly activators. 410,000 tested, 0.075% active. AID 743266, 2014; also: nearly all actives have a fitted effect of over 55% in size; some results filed as inactive show a strong effect at the top dose; inactives centre near -15; many of its hits are not listed in these tables
Target sequence (Q03431 whole entry, looked up): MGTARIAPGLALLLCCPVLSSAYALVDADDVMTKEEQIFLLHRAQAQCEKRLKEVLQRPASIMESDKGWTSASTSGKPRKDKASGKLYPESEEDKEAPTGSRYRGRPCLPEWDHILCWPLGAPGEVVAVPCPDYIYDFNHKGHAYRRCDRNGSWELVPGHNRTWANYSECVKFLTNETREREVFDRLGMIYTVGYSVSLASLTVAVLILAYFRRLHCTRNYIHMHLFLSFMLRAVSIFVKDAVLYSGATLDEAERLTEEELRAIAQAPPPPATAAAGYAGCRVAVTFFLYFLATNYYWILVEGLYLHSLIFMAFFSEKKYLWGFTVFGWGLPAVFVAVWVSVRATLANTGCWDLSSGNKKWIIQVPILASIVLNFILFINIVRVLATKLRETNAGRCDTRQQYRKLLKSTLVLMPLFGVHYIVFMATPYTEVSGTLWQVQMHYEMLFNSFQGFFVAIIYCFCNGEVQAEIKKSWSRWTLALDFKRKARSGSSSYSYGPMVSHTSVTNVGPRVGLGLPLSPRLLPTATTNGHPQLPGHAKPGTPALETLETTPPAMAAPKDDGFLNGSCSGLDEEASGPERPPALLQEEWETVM
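HEK-293-derived GP2 cells expressing PTHR1 and a GloSensor cAMP reporter, 3,000/well, plated overnight, given luciferin plus IBMX (each 0.5 mM as added) for 1 h at 37 °C, then compound for 1 h at 37 °C. Luminescence was read after 15 min at room temperature.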
EPAC2 agonist: qHTS for Agonist of cAMP-regulated guanine nucleotide exchange factor 4 (EPAC2): primary screen; EPAC2 activation, biochemical qHTS; response scale: 100% = 6.5 mM cAMP response; 360,000 tested, 0.079% active; Potency, µM (titrated, usually from 154 µM), for the others: top-dose activation, usual class: activators; Rap guanine nucleotide exchange factor 4 (Homo sapiens), Q8WZA2; also: nearly all actives have a fitted effect of over 50% in size
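qHTS, titration series. 100 nM EPAC2 / 250 nM Rap1B-BODIPY-GDP / 50 uM GDP; RT; ex 480/em 540 nm, 5-min reads to 30 min. Norm. to 6.5 mM cAMP = activation.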
An asterisk follows results filed as active; i = inactive; u = inconclusive; x = not tested or not shown; & = joins results of further samples; [ ] = dose if it differs, or a comment. Calls follow the shape of the dose curve; as a rule, active = well fitted curve in the direction sought with a large enough effect; inconclusive = small, poorly fitted or top-dose-only effect, or another doubt; inactive = no such curve, though single readings can be large; an effect the other way counts as inactive or inconclusive. Potency is read from the fitted curve at half-maximal effect. Not all compounds are listed, so the mix of outcomes need not match the whole.

SMILES | TDP-43 yeast inh | FUS yeast rescue | EPAC1 ag | aSyn yeast inh | EPAC2 antag | EPAC1 antagonist | PTHR1 agonist | EPAC2 agonist
CC12CC(O)C3C(CCC4=CC(=O)CCC43C)C1CCC2=O (configuration not stated) | -8% | -20% | -2% | 9% | 0% | -16% | i | 4%
COc1cccc(N2CCN(Cc3cccc(Cl)c3)CC2)c1 | -12% | 6% | 9% | 1% | -5% | -27% | -32%[inhibitor] | 21%
CCCCCCCCN1C(=O)[C@H](CC(=O)N2CCCCC2)C[C@@]2(C(=O)OCC)CCCC=C12 | -42%[inhibitor] | u | -10% | u | -27% | -9% | i | 0%
NCC(CC(=O)O)C1CCCCC1 (configuration not stated) | 0% | 21% | 11% | -17% | 7% | 9% | 3%[57.5 µM] | 6%
O=C1CC(N2CCC(n3c(=O)[nH]c4ccccc43)CC2)C(=O)N1c1ccc(F)cc1 (configuration not stated) | u | -6% | -2% | 1% | 1% | 12% | -13% | -14%
CCOC(=O)C1=C(C)c2ccccc2OC1(C(=O)OCC)c1ccccc1 (configuration not stated) | -1% | 21% | -12% | -3% | u | -11% | i | 9%
CN1CCN(c2ccc(NC(=O)C(C)(C)C)cc2)CC1 | -1% | 11% | 2% | -10% | -2% | -3% | -24% | -10%
Cc1ccc(-n2c(O)c(/C=N/Nc3ccccc3)c(=O)[nH]c2=O)cc1C | -16% | 36% | 13% | 13% | 1% | 8% | -4% | 13%
CC(C)N1CC=C(c2c[nH]c3ccccc23)CC1 | -20% | 39% | 2% | -13% | -1% | -1% | -19%[57.5 µM] | 1%
CN1CCCCC1c1ccc(-c2cccnc2)nc1 (configuration not stated) | -8% | -27% | 0% | -4% | 7% | -1% | -28% | 2%
Cc1ccccc1N1C(=O)NC(=O)/C(=C\c2cc(Br)c(N3CCOCC3)o2)C1=O | 6% | 23% | 9% | -5% | -17% | 18% | -28% | 11%
Cc1nnc(NC(=O)c2cccn(Cc3ccccc3F)c2=O)s1 | 21% | -7% | x | -10% | x | x | -1% | x
CCOC(=O)C1=C(N)OC2=C(C(=O)CCC2)[C@]12C(=O)N(CC(N)=O)c1ccccc12 | 9% | -17% | 12% | -2% | 5% | 8% | i | 6%
c1cc(CCN2CCCC2)ccn1 | -11% | 25% | 2% | -1% | 4% | -22% | u | 14%
CC(C)Oc1ccc(CC2(CCc3ccncc3)C(=O)NC(=O)NC2=O)cc1 | -21% | -23% | -6% | 0% | 17% | 22% | -20% | 2%
COC(=O)C1=C(c2ccc(F)cc2OCc2ccccc2)C[C@@H]2CC[C@H]1N2C(=O)NCC1CC1 | u | 37% | 3% | 2% | -29% | -15% | -11% | 7%
Nc1c2c(nc3ccccc13)CCN(Cc1ccccc1)C2 | -3% | -5% | 28% | 19% | 8% | 16% | -17% | 6%
O=C1CNC(c2ccccc2Cl)c2cc(Br)ccc2N1 (configuration not stated) | 9% | 2% | -3% | 6% | 1% | -6% | i | -2%
O=C(O)c1cccc2c1NC(c1cccc([N+](=O)[O-])c1)C1CC(Sc3ccccc3[N+](=O)[O-])C(Cl)C21 (configuration not stated) | -13% | 46% | 2% | -1% | -16% | u | -47%[inhibitor] | 20%
CC(C)(C)NC(=O)NC(=O)COC(=O)CNS(=O)(=O)c1ccc(Br)cc1Cl | -6% | -16% | -1% | -3% | -10% | -27% | -32%[inhibitor] | 4%
ClCCOCOCCCl | 13% | -40% | -12% | 9% | -4% | -19% | -25% | 4%
CN1CCN(C(=O)COc2ccc(S(=O)(=O)NCc3ccccc3)cc2Cl)CC1 | -9% | -12% | 8% | 0% | -1% | -1% | -9%[57.5 µM] | 13%
CN1c2ccc([N+](=O)[O-])cc2CC2(C(=O)NC(=O)NC2=O)C1c1ccccc1 (configuration not stated) | -10% | -5% | 9% | -1% | -14% | -20% | -30%[inhibitor] | 4%
O=c1c(C=Nc2cccnc2Cl)c(O)n(CCCCl)c(=O)n1C1CCCCC1 | -9%[0.397 µM] | 5% | 9% | 1% | 3% | 0% | i | 13%
O=c1[nH]c(=O)n(-c2ccccc2F)c(O)c1C=NCCC1=CCCCC1 | -13% | -1% | -7% | -9% | 5% | -11% | -8% | -3%
O=C(NN=Cc1ccc(N(CCCl)CCCl)cc1)c1cc(=O)[nH]c(=O)[nH]1 | -4% | 6% | 1% | 4% | 8% | -4% | i | 8%
ON1C2CCCCC2N(O)C1c1ccccc1F (configuration not stated) | 6% | -13% | 1% | -1% | 3% | -4% | -11%[57.5 µM] | 19%
COc1ccccc1N1CCN(Cc2cccc(OC)c2O)CC1 | 21% | -2% | -7% | 3% | -2% | -26% | -16% | 12%
O=C(Nc1cccc2ccccc12)N1CCC2(CC1)OCCO2 | 6% | -21% | 8% | -1% | -8% | -1% | i | -3%
O=c1c2ccccc2nc(-c2ccccc2)n1-c1cccnc1 | 8% | 12% | 5% | 5% | -3%[57.1 µM] | 1% | -7%[57.5 µM] | 2%
C=CCOC(=O)C1C(C(=O)O)C2(Cl)C(Cl)=C(Cl)C1(Cl)C2(Cl)Cl (configuration not stated) | -1% | 10% | -7% | -19% | 1% | 5% | i | 2%
CC(C(=O)c1ccccc1)N1C(=O)c2ccccc2C1=O (configuration not stated) | u | 8% | -1% | 5% | 9% | -1% | -10% | 5%
CC(C)CCn1c(=O)c(C(=O)NCc2ccc3c(c2)OCO3)c(O)c2ccccc21 | -6% | 1% | -2% | 3% | 10% | 3% | -49%[inhibitor] | 8%
Clc1cccc(N2Cc3cc(N4CCOCC4)ccc3-n3nncc3C2)c1 | 0% | -21% | -3% | 4% | -4% | 1% | -11% | 4%
COC(=O)C1=C(c2ccc(OCc3ccccc3)cc2)C[C@@H]2CC[C@H]1N2C(=O)NCc1ccc(C(C)(C)C)cc1 | 0% | 19% | 0% | 6% | -9% | -14% | -56%[inhibitor] | 4%
CCN1CCC(N(C)C2CCCCC2)CC1 | 11% | -14% | -10% | 4% | 16% | 7% | i | 1%

Single records (already shown). Order of screens: TDP-43 yeast inh	FUS yeast rescue	EPAC1 ag	aSyn yeast inh	EPAC2 antag	EPAC1 antagonist	PTHR1 agonist	EPAC2 agonist
O=c1c2ccccc2nc(-c2ccccc2)n1-c1cccnc1 in the list: 8%	12%	5%	5%	-3%[57.1 µM]	1%	-7%[57.5 µM]	2%
C=CCOC(=O)C1C(C(=O)O)C2(Cl)C(Cl)=C(Cl)C1(Cl)C2(Cl)Cl (configuration not stated) in the list: -1%	10%	-7%	-19%	1%	5%	i	2%

Next part:
SMILES | TDP-43 yeast inh | FUS yeast rescue | EPAC1 ag | aSyn yeast inh | EPAC2 antag | EPAC1 antagonist | PTHR1 agonist | EPAC2 agonist
Cc1ccccc1NC1(C#N)CCCCC1 | -3% | -33% | -14% | -2% | 3% | 10% | i | -3%
O=c1[nH]c(=O)n(C2CCCCC2)c(O)c1C=Nc1ccc(N2CCOCC2)cc1 | -3% | -4% | -12% | 2% | 16% | -10% | -26% | -14%
CN1C2CCC1CC(=NO)C2 | 17% | -20% | -2% | 0% | -7% | -1% | -25% | 1%
Cc1c(-c2cccc(Cl)c2)nc2ccccc2c1C(=O)N1CCC2(CC1)OCCO2 | -1% | 30% | 30% | -4% | 21% | -4% | -45%[inhibitor] | 15%
COc1ccc(CCn2c(O)c(/C=N/NC(=O)c3ccncc3)c(=O)[nH]c2=O)cc1OC | 5% | 23% | 6% | -1% | -8% | -20% | u | 8%
CCOP(=O)(OCC)c1cc(CC)ccc1O | 18% | -13% | 1% | 2% | -25% | 5% | -19% | 5%
COC(=O)[C@@]1(Cc2ccc(F)cc2)[C@H]2c3cc(C(=O)N(C)C)[nH]c3C[C@H]2CN1C(=O)c1ccccc1 | 24% | 22% | 2% | 0% | 7% | 9% | i | -6%
COc1ccc(CCNCc2cccn2C)cc1 | -6% | -10% | -6% | 6% | 20% | 8% | -40% | 6%
CCN(CC)C(=O)c1ccc(N(Cc2ccccc2)S(C)(=O)=O)cc1 | -7% | -18% | -10% | 0% | 1% | 15% | -4% | 15%
CN(C)CC1CSCCC1(O)c1ccccc1Cl (configuration not stated) | -7% | 6% | 22% | -1% | -2% | -17% | -11% | 4%
COC(=O)c1c(N)n(Cc2ccc(OC)cc2)c2nc3ccccc3nc12 | 7% | 9% | 2% | 2% | -5% | -1% | i | -11%
CC(=O)C1C(N2CC2)CC2C3CCC4=CC(=O)CCC4(C)C3CCC21C (configuration not stated) | 17% | x | -2% | -2% | -1% | 5% | i | -4%

Individual results from the list:
EPAC1 antagonist result of Cc1ccccc1NC1(C#N)CCCCC1 : 10%
EPAC2 agonist result of CCN(CC)C(=O)c1ccc(N(Cc2ccccc2)S(C)(=O)=O)cc1 : 15%
aSyn yeast inh result of COc1ccc(CCn2c(O)c(/C=N/NC(=O)c3ccncc3)c(=O)[nH]c2=O)cc1OC : -1%

(next part)
SMILES | TDP-43 yeast inh | FUS yeast rescue | EPAC1 ag | aSyn yeast inh | EPAC2 antag | EPAC1 antagonist | PTHR1 agonist | EPAC2 agonist
CN(C)c1ccc([N+](=O)[O-])c([N+](=O)[O-])c1 | -11% | 8% | -17% | -1% | -3% | -29% | -6% | -16%
CN1C2CCC1CC(OC(c1ccccc1)c1ccccc1N)C2 (configuration not stated) | 0% | -33% | -6% | 23%&7% | 22% | 1% | -5% | 1%
Fc1cccc(CNCCc2c[nH]c3ccccc23)c1 | 3% | -23% | 0% | 5% | -13% | -12% | -18% | -7%
c1ccc(CN2CCNCC2)nc1 | -13% | -15% | 4% | -6% | 7% | -6% | 19% | 12%
CSc1ccc(C(=O)C(C)(C)N2CCOCC2)cc1 | 1% | -3% | 3% | 7% | -1% | -19% | i | 0%
CCOC(=O)C1(CCc2ccccc2)CCN(Cc2cccc3cnccc23)CC1 | -3% | 3% | 8% | 4% | -26% | -8% | -33%[inhibitor] | 2%
O=C(c1ccc(N2CC3CC(C2)c2cccc(=O)n2C3)c([N+](=O)[O-])c1)N1CCCC1 (configuration not stated) | 0% | 5% | 2% | 3% | 3% | 10% | -27% | 3%
COc1cccc(CC(=O)N2CCN(Cc3cccc(Cl)c3)CC2)c1 | -5% | 12% | 3% | -2% | -1% | -12% | -14% | 2%

Screening results: PubChem BioAssay, National Center for Advancing Translational Sciences (NCATS)
